Compound activity (PubChem BioAssay)
TcdB inh: blocks C. difficile toxin B glycohydrolase activity | inhibition, % at 9.99 µM | TcdB glycohydrolase enzymatic assay, plate reader | P18177 | 350,000 tested, 0.24% active | AID 652162; in the data active = inhibition above about 10%
* marks the source's active call; other numbers are inactive results. An excerpt; the hit share may differ from the screen's.

SMILES	TcdB inh
O=C1CN(S(=O)(=O)c2ccccc2)C[C@H]2[C@H](c3ccc(C#CCc4ccccc4)cc3)[C@@H](CO)N12	-0.1
O=C(C1CCC1)N1CC(=O)N2[C@H](C1)[C@@H](c1ccc(-c3cccnc3)cc1)[C@@H]2CO	0.6
COc1ccc2c3c(n(C)c2c1)[C@@H](CO)N(C(C)=O)CC31CN(Cc2ccccc2OC)C1	0.0
O=C(Nc1cccc(F)c1)N1CC(=O)N2[C@H](CO)[C@H](c3ccc(-c4ccccc4F)cc3)[C@@H]2C1	-0.2
C[C@@H]1CN([C@@H](C)CO)C(=O)c2cc(-c3ccccc3F)cnc2O[C@@H]1CN(C)C(=O)c1cnccn1	0.4
COc1ccc(NC(=O)N(C)C[C@H]2OCCCC[C@H](C)Oc3ccc(NC(=O)Nc4ccc5c(c4)OCO5)cc3C(=O)N([C@H](C)CO)C[C@@H]2C)cc1	-1.0
C[C@@H]1CN([C@H](C)CO)S(=O)(=O)c2ccc(-c3ccccc3)cc2O[C@H]1CN(C)Cc1ccccn1	-0.9
CC(C)NC(=O)N1C[C@H]2[C@@H](c3ccccc31)[C@@H](CO)N2C(=O)Nc1ccccc1	0.5
CN(C)CC(=O)N[C@@H]1CC[C@H](CCn2cc(C3CCCCC3)nn2)O[C@@H]1CO	-0.6
O=C(C[C@H]1CC[C@@H](NC(=O)CC2CC2)[C@@H](CO)O1)NCC(F)(F)F	0.4
O=C(C1CCCCC1)N1CC(=O)N2[C@H](CO)[C@@H](c3ccc(-c4cccnc4)cc3)[C@@H]2C1	-0.3
C[C@H](CO)N1C[C@H](C)[C@@H](CN(C)C)OCCCC[C@H](C)Oc2ccc(N(C)C)cc2C1=O	-21
Cc1ccc(S(=O)(=O)Nc2ccc3c(c2)C(=O)N([C@@H](C)CO)C[C@@H](C)[C@@H](CN(C)S(=O)(=O)c2ccc(F)cc2)O3)cc1	0.8
C[C@@H]1CCCCO[C@H](CN(C)S(=O)(=O)c2cccs2)[C@H](C)CN([C@H](C)CO)C(=O)c2cc(NS(C)(=O)=O)ccc2O1	0.0
O=C(Nc1ccc2c(c1)OCO2)N[C@H]1CC[C@@H](CC(=O)N2CCN(c3ccccc3)CC2)O[C@H]1CO	-0.6
CO[C@H]1CN(C)C(=O)c2cc(NS(=O)(=O)c3ccc(F)cc3)ccc2OC[C@H](C)NC[C@@H]1C	-0.9
COc1ccc(NC(=O)Nc2ccc3c(c2)CC(=O)N([C@@H](C)CO)C[C@H](C)[C@H](CN(C)C(=O)Nc2ccc4c(c2)OCO4)O3)cc1	2.1
O=C(NCC[C@@H]1CC[C@@H](NC(=O)c2cccnc2)[C@@H](CO)O1)Nc1ccc(C(F)(F)F)cc1	1.5
Cc1ccccc1-c1cnc2c(c1)C(=O)N([C@@H](C)CO)C[C@H](C)[C@@H](CN(C)Cc1cccnc1)O2	-0.1
COCC(=O)N1C[C@@H](C)[C@H](OC)CN(C)C(=O)c2ccc(NC(=O)c3ccc(-c4ccccc4)cc3)cc2OC[C@H]1C	-0.1
Cc1cccc(-c2ccc([C@H]3[C@@H](CO)N4CCCCN(Cc5ccncc5)C[C@@H]34)cc2)c1	-0.7
O=C1CNC[C@H]2[C@@H](c3ccc(C#Cc4cccnc4)cc3)[C@@H](CO)N12	-0.1
Cc1cccc(S(=O)(=O)N[C@@H]2CC[C@@H](CCNS(=O)(=O)c3ccccc3F)O[C@H]2CO)c1	0.8
C[C@H]1CN([C@@H](C)CO)C(=O)Cc2cc(NC(=O)Nc3ccccc3)ccc2O[C@H]1CN(C)S(=O)(=O)c1ccccc1	0.2
C[C@@H]1CN([C@@H](C)CO)C(=O)c2cc(NC(=O)Cc3ccccc3)ccc2O[C@@H]1CN(C)Cc1ccc2c(c1)OCO2	0.6
CCCN1C[C@H](C)[C@H](OC)CN(C)C(=O)c2cc(NC(=O)c3cnccn3)ccc2OC[C@H]1C	0.3
COc1ccc(CN(C)C[C@@H]2Oc3c(NS(=O)(=O)c4ccc(F)cc4)cccc3C(=O)N([C@@H](C)CO)C[C@@H]2C)cc1	0.7
CC(C)CC#Cc1ccc([C@H]2[C@@H](CO)N3C(=O)CN(S(=O)(=O)c4cccc(F)c4)C[C@@H]23)cc1	-0.4
CCCNC(=O)N1C[C@@H]2[C@H](c3ccccc31)[C@@H](CO)N2C(=O)NCCC	-2.5
COCCNC(=O)[C@H]1[C@H](CO)[C@H]2Cn3c(ccc(-c4ccccc4OC)c3=O)[C@H]2N1C(=O)C1CCC1	-0.3
COc1cccc(S(=O)(=O)N(C)C[C@H]2Oc3cc(C#CCN(C)C)ccc3S(=O)(=O)N([C@H](C)CO)C[C@@H]2C)c1	1.6
O=C(c1ccc2c(c1)OCO2)N1CC(=O)N2[C@H](CO)[C@H](c3ccc(C#Cc4ccccc4)cc3)[C@H]2C1	0.4
O=C(C[C@H]1CC[C@H]2[C@@H](COC[C@H](O)CN2C(=O)c2cnccn2)O1)NCc1ccccc1	-2.5
C[C@@H]1CN([C@H](C)CO)C(=O)c2cc(NC(=O)C3CCCCC3)ccc2O[C@@H](C)CCCCO[C@@H]1CN(C)C(=O)C1CCCCC1	-0.1
CC(=O)N1[C@H](C(=O)N2CCCCC2)[C@@H](CO)[C@@H]2Cn3c(ccc(C4=CCCC4)c3=O)[C@@H]21	0.4
C[C@H](NC(=O)C[C@@H]1CC[C@@H]2[C@H](COC[C@H](O)CN2Cc2cc(F)ccc2F)O1)c1ccccc1	0.4
C[C@@H]1CCCCO[C@H](CN(C)Cc2ccc(C(=O)O)cc2)[C@@H](C)CN([C@@H](C)CO)C(=O)c2cc(NC(=O)Nc3ccccc3)ccc2O1	-9.4
COc1ccc(CN(C)C[C@@H]2OCCCC[C@H](C)Oc3ccc(NC(=O)Nc4cccc5ccccc45)cc3C(=O)N([C@@H](C)CO)C[C@@H]2C)cc1	-0.1
C[C@@H]1CCCCO[C@H](CN(C)Cc2ccccc2)[C@@H](C)CN([C@@H](C)CO)C(=O)c2cc(NC(=O)NC3CCCCC3)ccc2O1	-0.5
O=C(C[C@@H]1CC[C@H]2[C@@H](COC[C@@H](O)CN2C(=O)c2ccccc2)O1)Nc1ccc(-c2ccccc2)cc1	1.7
C[C@@H]1CCCCO[C@@H](CN(C)C)[C@@H](C)CN([C@H](C)CO)C(=O)c2cc(NC(=O)c3ccncc3)ccc2O1	1.6
COc1ccc2c3c(n(C)c2c1)[C@H](CO)N(C(=O)Nc1ccccc1F)CC31CN(C(C)=O)C1	-2.0
C[C@@H]1CCCCO[C@@H](CN(C)C(=O)Nc2cccc3ccccc23)[C@@H](C)CN([C@@H](C)CO)C(=O)c2cc(NC(=O)Nc3cccc4ccccc34)ccc2O1	-1.2
Cc1ccc(S(=O)(=O)Nc2ccc3c(c2)C(=O)N([C@H](C)CO)C[C@@H](C)[C@@H](CN(C)Cc2ccc4c(c2)OCO4)OCCCC[C@@H](C)O3)cc1	-0.3
Cc1noc(C)c1NC(=O)N(C)C[C@@H]1Oc2c(NC(=O)Nc3ccc4c(c3)OCO4)cccc2C(=O)N([C@@H](C)CO)C[C@@H]1C	1.0
O=C(C[C@H]1CC[C@H]2[C@@H](COC[C@@H](O)CN2C(=O)Nc2ccc(F)cc2)O1)NCCc1ccccc1	1.1
C[C@@H]1CN([C@H](C)CO)C(=O)c2cc(C#CCc3ccccc3)cnc2O[C@H]1CN(C)Cc1ccc(C(=O)O)cc1	-0.2
CN1C(=O)c2cc(NC(=O)c3cnccn3)ccc2OC[C@@H]2O[C@H](CC(=O)O)CC[C@@H]21	-0.2
COc1ccccc1NC(=O)N[C@H]1CC[C@@H](CCn2cc(-c3ccccc3OC)nn2)O[C@H]1CO	1.2
CC(C)CC#Cc1ccc2c(c1)O[C@H](CN(C)C(=O)Cc1ccccc1)[C@H](C)CN([C@H](C)CO)S2(=O)=O	1.1
C/C=C/c1cnc2c(c1)C(=O)N([C@H](C)CO)C[C@@H](C)[C@H](CN(C)S(=O)(=O)c1ccc(OC)cc1)O2	-1.0
O=C(C[C@@H]1C[C@@H]2c3cc(NC(=O)Cc4ccncc4)ccc3O[C@@H]2[C@H](CO)O1)NCc1cccc(F)c1	1.7
C[C@H](CO)N1C[C@H](C)[C@H](CN(C)S(=O)(=O)c2ccc(F)cc2)Oc2ccc(NC(=O)NC3CCCCC3)cc2CC1=O	0.2
COc1ccc(NC(=O)N2CC(=O)N3[C@H](C2)[C@@H](c2ccc(Br)cc2)[C@@H]3CO)cc1	-1.3
Cc1ccccc1S(=O)(=O)N[C@@H]1CC[C@H](CCn2cc(-c3ccccc3)nn2)O[C@@H]1CO	-1.8
COc1ccc(NC(=O)Nc2ccc3c(c2)C(=O)N([C@@H](C)CO)C[C@H](C)[C@H](CN(C)C(=O)Cc2ccccc2)OCCCC[C@@H](C)O3)cc1	-0.1
CC(=O)N(C)C[C@H]1OCc2ccccc2-c2ccccc2C(=O)N([C@@H](C)CO)C[C@H]1C	0.6
COc1ccc(S(=O)(=O)N(C)C[C@@H]2Oc3ccc(NC(=O)Cc4ccccc4)cc3C(=O)N([C@@H](C)CO)C[C@@H]2C)cc1	0.1
O=C(Cc1ccccn1)N[C@@H]1CC[C@@H](CCn2cc(-c3ccc(F)cc3)nn2)O[C@H]1CO	0.2
C[C@@H]1CCCCO[C@@H](CN(C)CC2CC2)[C@H](C)CN([C@H](C)CO)C(=O)c2cc(NC(=O)Nc3ccccc3)ccc2O1	-0.5

Next section:
SMILES	TcdB inh
C[C@H]1CN([C@@H](C)CO)C(=O)Cc2cc(NC(=O)Cc3cn(C)c4ccccc34)ccc2O[C@@H]1CN(C)S(=O)(=O)c1cccs1	-0.8
CO[C@@H]1CN(C)C(=O)c2cc(NC(C)=O)ccc2OC[C@@H](C)N(CC2CC2)C[C@@H]1C	-1.8
COc1ccc(CN(C)C[C@H]2Oc3ccc(NC(=O)Nc4ccccc4)cc3C(=O)N([C@@H](C)CO)C[C@@H]2C)cc1	-2.8
O=C(C[C@H]1C[C@H]2c3cc(NC(=O)CC4CC4)ccc3O[C@H]2[C@@H](CO)O1)NCc1cccnc1	-0.2
C[C@H]1CCCCO[C@H](CN(C)S(=O)(=O)c2cccs2)[C@@H](C)CN([C@@H](C)CO)C(=O)c2cc(NS(=O)(=O)c3cn(C)cn3)ccc2O1	2.3
C[C@@H]1CN([C@H](C)CO)S(=O)(=O)c2ccc(-c3ccccc3)cc2O[C@@H]1CN(C)C(=O)C1CCCCC1	1.1
C/C=C/c1ccc2c(c1)O[C@H](CN(C)CC1CCOCC1)[C@H](C)CN([C@@H](C)CO)S2(=O)=O	-8.4
CC(C)NC(=O)N[C@@H]1CC[C@@H](CCNS(=O)(=O)c2ccc(F)cc2)O[C@@H]1CO	0.0
COc1ccc2c3c(n(C)c2c1)[C@@H](CO)N(Cc1cccc(Cl)c1)CC31CN(C(=O)C2CC2)C1	-0.1
C[C@@H]1CN([C@H](C)CO)C(=O)c2cc(C#CC3CCCC3)cnc2O[C@@H]1CN(C)Cc1ccncc1	-1.4
CC1=C2[C@@H](c3ccccc3)OB(O)C[C@@H]2n2c(=O)n(-c3ccccc3)c(=O)n2C1	-2.9
CCN1CC(=O)N2[C@H](CO)[C@H](c3ccc(Br)cc3)[C@H]2C1	0.6

10 of the compounds above, bar-delimited:
Compound | TcdB inh
C[C@@H]1CCCCO[C@@H](CN(C)CC2CC2)[C@H](C)CN([C@H](C)CO)C(=O)c2cc(NC(=O)Nc3ccccc3)ccc2O1 | -0.5
C[C@H]1CN([C@@H](C)CO)C(=O)Cc2cc(NC(=O)Cc3cn(C)c4ccccc34)ccc2O[C@@H]1CN(C)S(=O)(=O)c1cccs1 | -0.8
CO[C@@H]1CN(C)C(=O)c2cc(NC(C)=O)ccc2OC[C@@H](C)N(CC2CC2)C[C@@H]1C | -1.8
COc1ccc(CN(C)C[C@H]2Oc3ccc(NC(=O)Nc4ccccc4)cc3C(=O)N([C@@H](C)CO)C[C@@H]2C)cc1 | -2.8
O=C(C[C@H]1C[C@H]2c3cc(NC(=O)CC4CC4)ccc3O[C@H]2[C@@H](CO)O1)NCc1cccnc1 | -0.2
C[C@H]1CCCCO[C@H](CN(C)S(=O)(=O)c2cccs2)[C@@H](C)CN([C@@H](C)CO)C(=O)c2cc(NS(=O)(=O)c3cn(C)cn3)ccc2O1 | 2.3
C[C@@H]1CN([C@H](C)CO)S(=O)(=O)c2ccc(-c3ccccc3)cc2O[C@@H]1CN(C)C(=O)C1CCCCC1 | 1.1
C/C=C/c1ccc2c(c1)O[C@H](CN(C)CC1CCOCC1)[C@H](C)CN([C@@H](C)CO)S2(=O)=O | -8.4
CC(C)NC(=O)N[C@@H]1CC[C@@H](CCNS(=O)(=O)c2ccc(F)cc2)O[C@@H]1CO | 0.0
COc1ccc2c3c(n(C)c2c1)[C@@H](CO)N(Cc1cccc(Cl)c1)CC31CN(C(=O)C2CC2)C1 | -0.1

Additional compounds
SMILES	TcdB inh
CC(=O)N(C)C[C@H]1Oc2cc(C#CCC(C)C)ccc2S(=O)(=O)N([C@@H](C)CO)C[C@H]1C	-0.2
C[C@@H]1CN([C@@H](C)CO)C(=O)c2cccc(NC(=O)Nc3ccc(F)cc3)c2O[C@@H]1CN(C)S(=O)(=O)c1ccccc1	-0.1
C[C@H](NC(=O)[C@H]1[C@H](CO)[C@H]2Cn3c(ccc(-c4ccccc4F)c3=O)[C@@H]1N2C)c1ccccc1	0.7
C[C@H]1CN([C@@H](C)CO)C(=O)c2cc(/C=C/c3ccccc3)cnc2O[C@H]1CN(C)Cc1ccccc1	0.9
CCC(=O)N1C[C@H](C)[C@@H](OC)CN(C)C(=O)c2cc(NC(=O)c3ccccc3)ccc2OC[C@H]1C	-2.9
COc1ccc(-c2ccc(C3[C@@H]4CN(Cc5cccc(OC)c5)C[C@H]3N4)cc2)cc1 (some centres undefined)	0.6
CO[C@H]1CN(C)C(=O)c2ccc(NC(=O)Nc3ccccc3)cc2OC[C@H](C)N(C(C)=O)C[C@@H]1C	-4.9
O=C(C[C@H]1CC[C@@H]2[C@H](COC[C@@H](O)CN2Cc2cccc(C(F)(F)F)c2)O1)NCc1ccncc1	-1.0
O=C(C[C@H]1CC[C@@H](NS(=O)(=O)c2ccc(F)cc2)[C@H](CO)O1)N1CCC(Cc2ccccc2)CC1	0.2
